# Wee1 degr inh – Wee1 degradation inhibitors, primary screen, cell-based, HeLa, Wee1K328M-luciferase, luminescence; HeLa Luc-Wee1K328M stability; 100% = proteasome inhibitor MG132 effect; reporter increase, % at 5 µM; hit rate 1.2% among 220,000;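 active = activation above the mean of all tested compounds plus 3 SD, set per screening run, cut at about 8.8% in these data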;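 note: cells exposed to compound for 20 h before luminescence read; 0% = DMSO alone and 100% = MG132 at 30 µM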
# S1P4 antagonist – S1P4 receptor antagonists, primary screen, cell-based; Sphingosine 1-phosphate receptor 4 (Homo sapiens), O95977; S1P4-expressing cells, antagonist mode, reporter read-out; inhibition, % at 4.98 µM; hit rate 0.26% among 220,000; AID 1510, 2009; in the data active = inhibition above about 29%;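 note: 0% = wells stimulated with agonist and 100% = vehicle wells without agonist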
# Target sequence (O95977 whole entry, looked up): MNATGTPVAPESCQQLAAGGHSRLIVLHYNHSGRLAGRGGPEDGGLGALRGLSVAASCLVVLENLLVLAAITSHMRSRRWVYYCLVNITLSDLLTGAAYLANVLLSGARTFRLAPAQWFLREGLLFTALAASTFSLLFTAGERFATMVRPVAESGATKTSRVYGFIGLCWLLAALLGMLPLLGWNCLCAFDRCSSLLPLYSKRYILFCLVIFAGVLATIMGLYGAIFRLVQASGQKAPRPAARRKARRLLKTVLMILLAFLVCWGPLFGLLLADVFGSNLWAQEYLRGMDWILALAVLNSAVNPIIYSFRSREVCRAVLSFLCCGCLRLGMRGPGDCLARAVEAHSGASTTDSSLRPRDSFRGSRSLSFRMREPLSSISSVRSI
# PERK inh – block of dimerizer-induced PERK translation repression, primary screen, PERK inhibitor project, CHO PERK-DD cells, SEAP luminescence, HTS; hit rate 0.17% among 220,000; inhibition, % at 5.6 µM; Eukaryotic translation initiation factor 2-alpha kinase 3 (Homo sapiens), Q9NZJ5; CHO PERK-DD fusion, SEAP luminescence translation reporter; AID 1416, 2008;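 active = inhibition above the mean inhibition of all tested compounds plus 3 SD, set separately per screening campaign, cut at about 2.9% in these data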;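 note: PERK kinase domain activated by AP20187 dimerizer at 100 nM; 0% = DMSO with dimerizer and 100% = rapamycin at 8.4 µM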
# MDM2 E3 inh – MDM2-luciferase reporter signal enhancers, primary screen, MDM2 E3 ligase inhibitor project, cell-based, luminescence, 1536-well; cell-based MDM2 ubiquitination luciferase reporter, 2 h; 0 = plate control, 100 = twice control, blank-subtracted; AID 1230, 2008; signal enhancement, % at 5 µM; E3 ubiquitin-protein ligase Mdm2 (Homo sapiens), Q00987; hit rate 0.11% among 210,000;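 active = signal enhancement of 30% or more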;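 note: luminescence tracks abundance of the self-degrading MDM2-luciferase fusion protein; higher signal means inhibition of MDM2 E3 ligase activity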
# Target sequence (Q00987 whole entry, looked up, the tested form may be a part): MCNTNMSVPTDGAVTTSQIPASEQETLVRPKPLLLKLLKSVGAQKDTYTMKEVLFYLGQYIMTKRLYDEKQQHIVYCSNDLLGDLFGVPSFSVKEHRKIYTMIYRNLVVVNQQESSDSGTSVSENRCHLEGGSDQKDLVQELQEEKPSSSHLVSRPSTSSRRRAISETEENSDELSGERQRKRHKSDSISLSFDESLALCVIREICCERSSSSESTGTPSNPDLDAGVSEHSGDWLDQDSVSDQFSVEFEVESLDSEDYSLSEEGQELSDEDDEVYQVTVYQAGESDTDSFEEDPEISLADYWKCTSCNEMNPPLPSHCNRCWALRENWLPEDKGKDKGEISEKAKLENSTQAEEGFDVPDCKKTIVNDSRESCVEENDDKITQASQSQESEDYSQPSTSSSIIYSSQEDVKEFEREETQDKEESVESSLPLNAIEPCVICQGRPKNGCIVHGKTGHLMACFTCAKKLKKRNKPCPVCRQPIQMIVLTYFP
#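 Buffer or medium: Cells held in DMEM | Assay system: Stable mammalian line carrying autodegrading MDM2–luciferase fusion reporter | Quantity: 2000 cells/well | Times: 4 h settle plus 2 h compound, 37 °C | Doses: One concentration, 5 µM, with 0.2% DMSO | Technique: Luminescence with SteadyLite reagent, 15 min at room temperature | Benchmarks: Plate controls and plate blanks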
# Ba/F3 V617F tox – reduced viability of JAK2V617F-dependent Ba/F3 cells, primary screen, JAK2V617F inhibitor project, cell-based, Ba/F3 EpoR-JAK2V617F, luminescence. ATP luminescence. inhibition, % at 5.6 µM. hit rate 1.1% among 220,000;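 active = inhibition above the campaign mean plus 3 SD over all tested compounds, cut at about 24% in these data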;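 note: cytokine-independent growth of Ba/F3 cells driven by EpoR plus mutant JAK2; 0% = DMSO-treated cells and 100% = JAK inhibitor I control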
# S1P4 agonist – S1P4 receptor agonists, primary screen, cell-based. Sphingosine 1-phosphate receptor 4 (Homo sapiens), O95977. S1P4-expressing cell line, agonist reporter assay. activation, % at 4.98 µM. hit rate 0.35% among 220,000; in the data active = activation above about 11%;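 note: 0% = DMSO vehicle and 100% = reference agonist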
# BaF3 tox – parental Ba/F3 cell viability inhibition, counter-screen for JAK2V617F inhibitor project, murine pro-B, CellTiter-Glo luminescence; hit rate 1.1% among 220,000; inhibition, % at 5.6 µM; AID 1486, 2009; CellTiter-Glo ATP luminescence;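 active = inhibition above a per-campaign cutoff, the mean inhibition of all tested compounds plus 3 SD, cut at about 27% in these data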;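 note: 0% = DMSO wells and 100% = JAK Inhibitor I control wells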
# NPY-Y2 PAM-ag – NPY-Y2 potentiators or agonists, primary screen, cell-based; Neuropeptide Y receptor type 2 (Homo sapiens), P49146; cells expressing NPY-Y2, potentiator/agonist read-out; activation, % at 3.6 µM; hit rate 0.45% among 220,000; AID 1359, 2008; in the data active = activation above about 27%;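 note: cells stimulated with NPY near EC25 plus isoproterenol at EC100; 0% = vehicle plus submaximal agonist and 100% = vehicle plus saturating agonist; some results beyond the cut were filed as inactive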
# eIF4E-4G inh – eIF4E–eIF4G protein interaction inhibitors, primary screen, biochemical, uHTS, TR-FRET, eIF4GI fragment. inhibition, % at 21.7 µM. hit rate 0.37% among 220,000. Eukaryotic translation initiation factor 4E (Mus musculus) + Eukaryotic translation …. TR-FRET eIF4E-eIF4GI(517-606) binding, 2 h. AID 782, 2007;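 active = inhibition above about 30%, limit read from the data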;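 note: 0% = full FRET control wells and 100% = background wells lacking eIF4GI fragment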
# Active calls of the source: *; . = not tested or not shown; [ ] = another dose, or the depositor's remark.
SMILES,Wee1 degr inh,S1P4 antagonist,PERK inh,MDM2 E3 inh,Ba/F3 V617F tox,S1P4 agonist,BaF3 tox,NPY-Y2 PAM-ag,eIF4E-4G inh
CC(=O)c1ccc(-c2nnc(CCC(=O)N(C)Cc3c(C)nc4ccccn34)o2)s1,-2,-4,1.3,-7,4,2.5,5,-5,0
O=C(N/N=C\c1cn[nH]c1-c1ccccc1)c1cccnc1,6,-4,0.0,-23,-3,-0.9,4,1,13
OCCN(Cc1ccccc1)Cc1ccc(C(F)(F)F)cc1,-1,16,0.2,-15,-2,3.0,2,-37,2
CCSc1nc2sc3c(c2c2[n+]1CC(CBr)O2)CCCC3 (centres undefined),1,-3,-0.6,-4,2,0.5,-1,15,-1
COc1cccc(OC)c1OCCCCN1CCCC1,5,1,-0.9,-13,3,1.7,4,-7,-4
O=C(NCc1ccc2c(c1)OCO2)C1CCCN(C(=O)c2ccc(Cl)cc2)C1 (centres undefined),-1,-26,-1.4,-11,-1,-3.6,0,-12,-1
C/C(=N/NC(=O)CN1CCN(S(=O)(=O)c2ccc(Br)cc2)CC1)c1cccnc1,5,-12,0.5,-9,5,0.1,8,-16,8
O=C1C2C3C=CC(C4CC34)C2C(=O)N1/N=C/c1ccc(-c2cccc([N+](=O)[O-])c2)o1 (centres undefined),-1,4,0.7,-4,0,-0.2,1,-7,23
Oc1ccc(F)c2cccnc12,-2,-18,-0.2,-12,1,1.5,2,2,-3
O=C1N=C(N2CCCCC2)SC1=C1CCCC1,-2,15,0.8,2,3,1.5,6,-7,3
Cc1cc(C)c(NC(=O)CS(=O)CC(=O)NC2CCCc3ccccc32)c(C)c1 (centres undefined),0,-9,-1.6,-33,2,-0.1,2,-24,-20[fluorescence artefact?]
Cc1cc(C)n2nc(CC(=O)NC3CCCCCC3)nc2n1,1,5,-0.5,-9,-4,-0.9,6,14,7
O=C(O)CSc1ncccc1C(=O)O,0,-9,-0.5,-3,-1,0.9,4,5,-2[fluorescence artefact?]
CC1=CC(=O)c2c(O)ccc(O)c2C1=O,-2,-3,1.4,-27,-5,-2.0,1,9,63*
COc1ccc(S(=O)(=O)N[C@@H](Cc2ccccc2)C(=O)N2CC[C@@]3(O)CCCC[C@H]3C2)cc1,0,-19,-0.9,-14,-2,-2.0,0,5,1
CC(=O)Cc1nsc(NC(=O)c2cc(-c3cccc(C(F)(F)F)c3)oc2C)n1,-2,-14,0.2,11,-3,-0.2,0,-2,1
Cn1c(-c2cc3ccccc3oc2=O)nc2ccccc21,-1,2,0.1,-6,-3,-0.5,-3,-13,2
CC(=O)c1ccc(NC(=O)C(Cc2ccccc2)n2cccc2)cc1 (centres undefined),-1,-13,1.1,-8,-1,1.0,2,-3,-5
CCCCC(=O)NC(c1ccccc1Cl)c1c(O)ccc2ccccc12 (centres undefined),4,-4,0.7,1,0,-1.3,7,20,-2
N#CC1=C(N)OC2=C(C(=O)CCC2)C1c1ccncc1 (centres undefined),-1,-3,1.2,-14,1,2.1,4,-18,.
Cc1cccc(N2C(=O)/C(=C\c3ccc(OC(F)F)cc3)c3ccccc3C2=O)c1,8,-13,1.1,-10,-4,1.4,8,7,-6
CN(C)S(=O)(=O)N(CC(=O)Nc1ccccc1)c1ccccc1,1,-14,0.6,-2,0,2.1,2,5,4
Cc1ccc(Cl)cc1N1CCN(C(CC(C)C)c2nnnn2CC2CCCO2)CC1 (centres undefined),3,-4,-0.1,-20,-2,0.7,3,12,3
Cc1cc(C)c2nc(SCC(=O)NCC3CCCO3)c(C#N)cc2c1 (centres undefined),-5,-7,-0.7,-7,0,1.3,-2,15,-2
CCN(C(=O)COC(=O)c1c2c(nc3ccccc13)/C(=C/c1ccccc1)CC(C)C2)C1CCS(=O)(=O)C1 (centres undefined),-2,-10,-0.8,6,-1,0.6,6,7,19[fluorescence artefact?]

# Entries of single compounds, quoted from the list. Order of values: Wee1 degr inh	S1P4 antagonist	PERK inh	MDM2 E3 inh	Ba/F3 V617F tox	S1P4 agonist	BaF3 tox	NPY-Y2 PAM-ag	eIF4E-4G inh
# O=C(N/N=C\c1cn[nH]c1-c1ccccc1)c1cccnc1 across the screens: 6	-4	0.0	-23	-3	-0.9	4	1	13
# O=C1C2C3C=CC(C4CC34)C2C(=O)N1/N=C/c1ccc(-c2cccc([N+](=O)[O-])c2)o1 (centres undefined) across the screens: -1	4	0.7	-4	0	-0.2	1	-7	23
# N#CC1=C(N)OC2=C(C(=O)CCC2)C1c1ccncc1 (centres undefined) across the screens: -1	-3	1.2	-14	1	2.1	4	-18	.

# (listing goes on)
SMILES,Wee1 degr inh,S1P4 antagonist,PERK inh,MDM2 E3 inh,Ba/F3 V617F tox,S1P4 agonist,BaF3 tox,NPY-Y2 PAM-ag,eIF4E-4G inh
CCCS(=O)(=O)N1CCC(C(=O)N2CCN(C(=O)OCC)CC2)CC1,0,0,0.2,8,5,-0.2,0,15,5
COC(=O)c1sccc1NC(=O)/C=C/c1ccc(Cl)cc1Cl,4,-2,2.5,-16,-2,-0.4,3,7,18[fluorescence artefact?]
Clc1cccc(-c2nnc(SC/C=C/c3ccccc3)n2Cc2ccco2)c1,0,16,-0.8,-11,-1,-1.8,4,-7,4
O=C(NCC1CC1)Nc1cccs1,-1,-2,1.7,-9,4,-0.1,4,-2,5
O=C(COC(=O)Cc1cccc(C(F)(F)F)c1)NCC1CCCO1 (centres undefined),-1,-25,0.3,-9,2,4.8,2,-2,5
CCC(=O)Nc1ccccc1C(=O)OCc1ccc(C(=O)c2ccccc2)cc1,-2,-4,-0.4,-3,3,0.9,4,-19,2
COc1cccc(/C=C/C(=O)OCC(=O)Nc2ccc(Cl)c(S(=O)(=O)N(C)C)c2)c1,3,-6,1.6,-2,-3,2.8,0,-18,-2
CCOc1ccc(/C=N/n2c(SC)nnc(C(C)(C)C)c2=O)cc1,1,-7,1.0,-12,0,-2.0,10,-5,3
CC(=O)NCCc1nc2ccccc2n1Cc1cccc(C)c1,2,-5,0.3,-6,-3,-0.1,0,-5,-6
COc1cc(C=O)ccc1OCCCOc1ccc([N+](=O)[O-])cc1,9.9*,-3,-0.5,.,2,-1.4,8,5,0
O=C(CSc1nc2ccc([N+](=O)[O-])cc2[nH]1)NC1CCCC1,2,-5,-0.7,-6,3,0.9,7,-4,0
O=C(Nc1ccccc1)c1nn(-c2cccc(C(F)(F)F)c2)ccc1=O,3,-4,1.1,4,0,1.1,3,-11,4
CCCCOc1ccc(OC(=O)Nc2cc(Cl)ccc2OC)cc1,1,-9,-0.2,.,5,0.6,0,-24,0
CC(O)CNCc1ccc(Cl)cc1Cl (centres undefined),8,-15,-0.7,-9,7,7.1,10,-22,0
Cc1[nH]c(=S)[nH]c(=O)c1CCOc1ccccc1,2,-2,3.1*,-14,0,-0.7,3,15,-8
CC(NC(N)=O)C(=O)NCC(=O)OCc1ccccc1 (centres undefined),2,-10,1.5,-28,-6,-2.8,0,10,2
Cc1ccc(S(=O)(=O)Nc2nc3ccccc3nc2NCc2ccco2)cc1,-1,0,1.1,-10,-1,0.6,3,0,8
O=C(NCCc1ccccc1)c1cc(S(=O)(=O)N2CCOCC2)ccc1F,5,-10,0.2,-15,1,0.9,3,-9,-4[fluorescence artefact?]
COc1ccc(-n2nnc3c(=O)n(CC(=O)OCc4ccccc4)cnc32)cc1,3,-16,0.7,-24,-2,-0.5,6,7,7
O=C(CNc1ccccc1)N/N=C/c1ccc([N+](=O)[O-])o1,-1,0,1.3,-1,2,-0.3,0,-10,-4
Cn1cc([N+](=O)[O-])c(C(=O)Nc2ccc(-c3nc4ccccc4[nH]3)cc2)n1,0,15,-0.6,1,4,-1.0,1,5,-5
CCOC(=O)c1sc(NC(=O)CSc2nnc(-c3ccco3)n2CC)c(C(=O)OCC)c1C,0,6,-1.4,-2,-2,0.6,1,-2,-7
CC(CCc1ccccc1)NC(=O)COc1cc(F)ccc1[N+](=O)[O-] (centres undefined),1,-9,-0.9,-10,5,1.1,4,13,1
O=C(Nc1ccc2c(c1)OCCO2)c1ccc2ccccc2n1,4,6,1.1,-32,-1,-1.4,-2,-16,3
CCCCCCCCSc1nnc(/N=C/N(C)C)s1,3,-5,0.6,-8,-6,-0.2,2,6,-2

# Further records
SMILES,Wee1 degr inh,S1P4 antagonist,PERK inh,MDM2 E3 inh,Ba/F3 V617F tox,S1P4 agonist,BaF3 tox,NPY-Y2 PAM-ag,eIF4E-4G inh
CCOc1ccc2oc(C(=O)O)c(C)c2c1,-2,10,0.2,-4,-1,-0.1,2,5,4
CCOC(=O)C1=C(Cn2cnc3ccccc32)NC(=O)NC1c1ccc(OC)cc1 (centres undefined),-1,2,-0.9,-15,2,-0.7,5,2,3[fluorescence artefact?]
CN(CC(=O)Nc1ccc2c(c1)OCCO2)S(=O)(=O)c1cccc2cccnc12,-2,-13,-0.1,1,-4,0.8,4,8,1
COC(=O)c1c(C)nc2nonc2c1N,2,-9,0.6,-20,-2,0.4,-1,7,3
COC(=O)c1ccc(Oc2cc(C)nc(NCc3ccccc3)n2)cc1,-3,-3,-1.5,1,-6,-0.5,-1,16,-1[fluorescence artefact?]
NC(=O)COC(=O)/C=C/c1ccc2ccccc2n1,4,4,1.5,-2,-1,0.6,3,14,0
CCOC(=O)c1ccc(NC(=O)N2CCCCC2)cc1,3,-9,0.9,-7,-4,0.5,3,-15,.
CCCCC1N2CC3([N+](=O)[O-])CN1CC([N+](=O)[O-])(C2)C3(C)C (centres undefined),-1,-11,1.6,-8,0,-0.5,2,-9,4
CC(=O)Nc1cccc(Oc2ncccc2[N+](=O)[O-])c1,1,11,1.6,-4,1,-0.4,1,-2,-9
Cc1cc(=O)oc(C)c1C(=O)NCCc1ccc(F)cc1,-2,3,0.9,-2,1,-1.5,-1,3,-1[fluorescence artefact?]
Cc1cccn2c(=O)c3cc(C(=O)NC(C)C)c(=N)n(Cc4ccncc4)c3nc12,0,-12,-0.8,-11,2,1.9,7,0,10
CC(=O)Nc1cccc(/C(C)=N/NC(=O)c2cccc(S(=O)(=O)N3CCOCC3)c2)c1,14*,-22,0.5,-89,1,-0.8,3,-9,0
CCCCCNC(=O)c1ccc2c(=O)n(CC3CCCO3)c(=S)[nH]c2c1 (centres undefined),1,-4,0.8,-13,-4,0.6,1,9,1
COCc1nnc(NC(=O)CSc2ccccc2)s1,-3,9,0.4,-1,-2,3.1,4,-9,0
C=C(C)CSc1nc2c(c(=O)[nH]c(=O)n2C)n1CCC(C)C,3,-15,-0.3,-15,-3,-0.9,1,11,-3
O=C(Nn1cnnc1)c1ccc(F)c(S(=O)(=O)N2CCCCC2)c1,-1,21,0.7,-28,-4,-2.2,-1,10,6
O=C(C1CCC(=O)N1Cc1cccnc1)N1CCN(c2ccc(F)cc2)CC1 (centres undefined),-1,-6,0.8,-7,0,-0.9,1,10,0[fluorescence artefact?]
